aGal spleen mod: inhibits or activates alpha-galactosidase in human spleen homogenate; human spleen homogenate, 4MU-alpha-Gal fluorescence, 40 min; 0.008% of 240,000 active; AID 2107; P06280; Potency, µM (series often up to 80 µM), inactives show at the top dose activity change, negative = inhibition, usual class: inhibitors;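 note: 0% = enzyme with vehicle and -100% = no enzyme basal signal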
Target sequence (P06280 32-429 limits assumed): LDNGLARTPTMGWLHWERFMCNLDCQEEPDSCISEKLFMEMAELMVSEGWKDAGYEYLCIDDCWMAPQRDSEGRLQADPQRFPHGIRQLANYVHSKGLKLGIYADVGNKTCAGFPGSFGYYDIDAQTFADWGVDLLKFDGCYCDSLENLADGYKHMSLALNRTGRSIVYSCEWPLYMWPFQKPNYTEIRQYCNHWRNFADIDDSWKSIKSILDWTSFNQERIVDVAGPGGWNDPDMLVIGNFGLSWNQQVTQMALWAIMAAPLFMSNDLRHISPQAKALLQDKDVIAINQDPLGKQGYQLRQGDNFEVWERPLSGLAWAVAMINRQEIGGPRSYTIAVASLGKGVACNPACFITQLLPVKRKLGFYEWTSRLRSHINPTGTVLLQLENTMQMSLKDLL
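Inhibition or activation of alpha-galactosidase in human spleen homogenate is scored by 4-MU fluorescence after 40 min at 37C, pH 5.0, with 1 mM substrate. AC50s come from concentration-response fitted to the Hill equation.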
ALDH1A1 block: inhibitors of human aldehyde dehydrogenase 1A1 | P00352 | Purified ALDH1A1, NADH fluorescence, propionaldehyde substrate | Potency, µM (top dose mostly 75.3 µM), for the others: at the highest dose activity, negative = inhibition, hits mostly inhibitors | 7.3% of 220,000 active | AID 1030; active = well fitted inhibition curve with a large enough effect, not every such curve was filed as active; inconclusive = small, poorly fitted or top-dose-only effect, or another doubt; inactive = no such curve, though single readings can be large or run the other way;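 note: plate controls were no enzyme wells and a reference inhibitor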
GAA inhib: blocks human lysosomal alpha-glucosidase; Potency, µM (top dose mostly 76.9 µM), for inactives: at the highest dose activity change, negative = inhibition, actives largely listed as inhibitors; AID 1466; 0.005% of 200,000 active; purified human GAA, 4-MU-alpha-glucoside fluorescence; P10253;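 note: plate controls were uninhibited enzyme wells for no effect and no-enzyme background for full effect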
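Human enzyme at 4 nM with 400 uM 4-methylumbelliferyl-alpha-D-pyranoside, citrate/phosphate buffer pH 5.0, 0.005% Tween-20, 20 min at room temperature. Compounds up to 77 uM. 4-MU fluorescence (Ex 365/Em 440) read after NaOH/glycine stop; AC50 from Hill fit.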
Tau fluor cs: counter-screen for tau fibril formation inhibitors | tau K18 P301L Alexa594 fluorescence, heparin fibrillization | Potency, µM (series often up to 57.7 µM), without a hit: at the top dose activity change, negative = decrease | 0.93% of 280,000 active | AID 1463; note: % is set by controls: 0 for no effect and ±100 for the full control effect; nearly all actives have a fitted effect of over 55% in size
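Human tau K18 P301L (15 uM unlabeled, 0.24 uM Alexa 594-labeled) in 100 mM sodium acetate pH 7 with 20 uM heparin, 6 hr at 37 C. ThT 30 uM added, 1 hr ambient; Alexa 594 FP and total fluorescence read at 555/632 nm.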
GAA glycogen mod: inhibitors or activators of human alpha-glucosidase glycogen cleavage; recombinant GAA, glycogen substrate, Amplex Red glucose oxidase fluorescence; Potency, µM (doses to about 76.4 µM), for inactives: at the highest dose activity change, negative = inhibition, most hits filed as inhibitors; P10253; 0.38% of 300,000 active;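 note: 0% = full enzyme reaction and -100% = no-enzyme basal signal; the screen sought inhibitors and activators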
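Recombinant human enzyme (4 nM); glycogen substrate; 37 C, 40 min, pH 5.0. Readout: coupled glucose oxidase/Amplex Red fluorescence.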
GAA spleen mod: inhibitors or activators of human alpha-glucosidase in spleen homogenate; P10253; human spleen homogenate, 4-MU-alpha-glucoside fluorescence; Potency, µM (top dose mostly 79.9 µM), without a hit: at the top dose activity change, negative = inhibition, hits mostly inhibitors; 0.006% of 240,000 active; AID 2112;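 note: 0% = enzyme with vehicle and -100% = no enzyme basal signal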
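AC50 values come from Hill-equation fits of concentration-response data, normalized to no-enzyme and full-activity controls. Enzyme source: 1 ug human spleen homogenate; 1 mM fluorogenic 4-MU glucoside, pH 5.0 citrate buffer, 37 C, 40 min.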
NPSR antag: antagonists of human neuropeptide S receptor cAMP signaling | AID 1461 | 1% of 220,000 active | CHO-NPSR cells, cAMP TR-FRET, antagonist mode | Potency, µM (series often up to 38.3 µM), without a hit: at the highest dose activity change, negative = inhibition, usual class: inhibitors; note: % is set by controls: 0 for no effect and ±100 for the full control effect; nearly all actives have a fitted effect of over 50% in size; many of its hits are not listed in these tables
Target sequence (Q6W5P4 whole entry, looked up): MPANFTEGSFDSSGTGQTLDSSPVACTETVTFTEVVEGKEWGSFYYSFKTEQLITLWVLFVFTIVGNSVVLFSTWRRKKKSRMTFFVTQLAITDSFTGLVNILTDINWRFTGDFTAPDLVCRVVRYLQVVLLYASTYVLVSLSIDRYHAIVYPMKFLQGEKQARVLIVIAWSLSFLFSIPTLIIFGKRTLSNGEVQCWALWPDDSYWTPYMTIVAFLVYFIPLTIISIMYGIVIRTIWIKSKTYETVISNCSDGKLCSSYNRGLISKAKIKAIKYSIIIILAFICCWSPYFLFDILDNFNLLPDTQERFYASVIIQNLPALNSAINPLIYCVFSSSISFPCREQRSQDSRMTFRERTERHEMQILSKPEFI
Epigenetic reg: regulators of epigenetic silencing causing reporter derepression in mouse cells; murine LDR cells, GFP reporter derepression, 30 h; 0.2% of 280,000 active; Potency, µM (series often up to 53.9 µM), for the others: at the highest dose GFP activation, most hits filed as activators; AID 1865; note: % of control where 0% means no effect; nearly all actives have a fitted effect of over 60% in size
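Murine LDR cells carrying a silenced, genomically integrated CMV-driven GFP reporter were exposed to compound for 30 hours at 37 C. After PBS washes, GFP-positive cells (20–120 um objects) were counted by laser-scanning microplate cytometry.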
The depositor's hits bear a star; ? = inconclusive; . = not tested or not shown; & = joins results of further samples; [ ] = dose if it differs, or a comment. Unless noted, calls come from the whole dose curve; as a rule, active = well fitted curve in the direction sought with a large enough effect; inconclusive = small, poorly fitted or top-dose-only effect, or another doubt; inactive = no such curve, though single readings can be large; an effect the other way counts as inactive or inconclusive. Potency is the fitted concentration of half-maximal effect.

Each structure is followed by: GAA spleen mod, aGal spleen mod, NPSR antag, Tau fluor cs, GAA glycogen mod, ALDH1A1 block, Epigenetic reg, GAA inhib
CC1(C)CC(=O)C2=C(C1)NC(=O)C21C(C(=O)OC(C)(C)C)=C(N)Oc2ccc(Br)cc21 (stereo unspecified)
 : -23%, -21%, -4%[46.1 µM], -8%, 13%, 4%, -0.3%, -3%
COCc1c(CN)cnc(C)c1N
 : 6%, 13%, -2%[46.1 µM], 0%, 1%, 1%, 3.7%, -6%
COc1cc2c3cc1Oc1cc(ccc1O)C[C@@H]1c4c(cc(OC)c(O)c4Oc4ccc(cc4)C[C@@H]3N(C)CC2)CC[N+]1(C)C
 : -4%, -11%, ., -4%, ., -3%, 0.0%, .
N#CC1=C(N)Oc2n[nH]c(-c3cccs3)c2C1c1ccco1 (stereo unspecified)
 : -10%, 0%, -23%[46.1 µM], ?, ?, ?, -0.8%, -3%
CC(C)c1oc(=O)cc2c1[C@@H](O)[C@H]1OC(=O)[C@@]3(C)CC[C@@H](O)[C@@]2(C)C13 (stereo partly specified)
 : 1%, 3%, 1%, -7%, 6%, 0%, 16%, 6%
COc1ccc2nc(NC(=O)CCNS(=O)(=O)c3ccc4c(c3)oc(=O)n4C)sc2c1
 : -7%, -14%, -7%[46.1 µM], -4%, 6%, 5%, 2.9%, -8%
CC(=O)OC1(c2ccccc2)CCN(C)C(C)C1C (stereo unspecified)
 : -2%, 0%, -3%[46.1 µM], 1%, -1%, 11%, 0.0%, ?
C[C@]12CC[C@@H](O)C[C@@H]1CC[C@@H]1[C@@H]2CC[C@]2(C)[C@@H](O)CC[C@@H]12
 : -8%, -21%, -9%, -8%, -3%, 6%, -2.4%, -11%[15.4 µM]
CCCn1cc(C(=O)O)cn1
 : -3%, -1%, 14%, 1%, -8%, 4%, 1.1%, 5%
Cc1ccc(-n2c(O)c(C=NC3CCCC3)c(=O)[nH]c2=O)c(C)c1
 : 1%, 6%, -7%[46.1 µM], 8%, -22%, -2%, -0.9%, 1%
O=C(O)[C@H]1[C@H]2CN[C@H](C(=O)O)[C@H]21
 : 5%&1%, 0%&4%, ., -2%&0%, ., -13%, 0.0%&1.8%, .
Cc1[nH]c2ccccc2c1C(=O)C(=O)N1CC2CC(C1)c1cccc(=O)n1C2 (stereo unspecified)
 : 4%, 7%, 10%, 1%, 1%, 1%, 0.0%, 0%
CC1CCC(C(=O)NC(C(=O)N2CCC3(CC2)OCCO3)C(C)C)CC1 (stereo unspecified)
 : 3%, 4%, 8%[46.1 µM], -6%, -13%, -3%, -1.1%, 0%
CCCCCC1CC(CC(=O)NC(=S)Nc2ccc([N+](=O)[O-])cc2)C(=O)O1 (stereo unspecified)
 : -7%, -6%, -25%[46.1 µM], -30%, 0%, 10µM*, 2.6%, -6%
COc1ccc(OC)c(CC(=O)O)c1
 : -6%, -6%, -1%[46.1 µM], 2%, 3%, 8%, -1.1%, 0%
C[N+]1(C)CCN(c2ccccc2)CC1
 : -13%&-5%&5%, 7%&8%&15%, -5%, -12%&-8%&-22%, 5%, 5%&-8%&-5%, 1.3%&-1.1%&1.1%, -5%[15.4 µM]
N#CCCn1cc(C(=O)Nc2ccc([N+](=O)[O-])cc2)c(-c2ccccc2)n1
 : -4%, 2%, 0%, ?, 2%, ., -1.1%, .
Cc1cc(O)c(CN2CCN(c3ccccc3)CC2)cc1C
 : -4%, 0%, -20%[46.1 µM], -13%, -4%, 4%, -12%, 3%
CCCCCn1c(NC(=O)c2ccco2)c(C(=O)OCC)c2nc3ccccc3nc21
 : 18%, ?, -27%, -23%, -3%, ?, 4.5%, ?
O=[N+]([O-])c1cc([As](=O)(O)O)ccc1O
 : -16%, -17%, ., -19%, ., -8%, 2.2%, .
NNc1n[nH]c(=S)n1N
 : 0%, -8%, 18%, ?, ?, ., -1.7%, .
CC(=O)N(C1=NCCCS1)c1ccc(F)cc1
 : 13%, 12%, 5%[46.1 µM], 6%, 2%, 0%, -0.8%, -1%
CCCC(C)C1(CC)C(=O)NC(=O)N=C1N (stereo unspecified)
 : 2%, 5%, 10%, 0%, 7%, 5%, -1.1%, 6%
CC(=O)Nc1c2sscc-2n(C)c1=O
 : -1%, 5%, ., -18%, ., 2%, 2.2%, .
Fc1ccc(CN2CCN(c3ccc(Cl)cc3)CC2)cc1
 : 4%, 9%, -8%, -28%, 6%, 14%, 2.6%, -9%
Cn1c(O)c(C2=NN(C(=O)CCl)C(c3ccccc3)C2)c(=O)n(C)c1=O (stereo unspecified)
 : 1%, 3%, -5%[7.67 µM], -13%, -21%, ., 0.0%, .
NNC(=O)c1nn(-c2ccccc2)cc1O
 : 0%, -17%, 6%, -6%, ?, ?, 0.4%, 7%
O=C(N=Nc1c(O)[nH]c(=O)[nH]c1=O)C1COc2cc3ccccc3cc2O1 (stereo unspecified)
 : -1%, 11%, 8%, -11%, ?, ?, -5.4%, -8%
COc1ccccc1CCNC1CCC(C(C)(C)C)CC1 (stereo unspecified)
 : 3%, -5%, 4%[46.1 µM], -5%, ?, ?, 4.1%, 14%
CCCCSC1=NN1c1nc(N)nc(C)c1CC
 : -3%, 6%, -8%[46.1 µM], -5%, -6%, -2%, -0.3%, -5%
Cc1ccc(C(=O)Nc2ccc(-n3ccnc3P(=O)(O)c3ccccc3)cc2)cc1
 : -7%, -6%, -5%[46.1 µM], 0%, 4%, -3%, -0.7%, -7%
Cc1ccc(NC(=S)NCCc2cnc[nH]2)cc1C
 : -5%, 5%, 13%, 10%, -22%, 2%, 1.2%, -3%
CN1C(=O)N(C)C(=O)C2(Cc3cc(N)ccc3N3CCN(c4ccccc4F)CC32)C1=O (stereo unspecified)
 : -2%, -5%, -10%[46.1 µM], ?, -3%, ?, 0.0%, -1%[15.4 µM]
Cc1ccc2c(c1)C1CN(C)CCC1N2C(=O)CCCN1C(=O)c2cccc3cccc(c23)C1=O (stereo unspecified)
 : -2%, 7%, ?, -12%, 26%, ?, 3.3%, -2%[15.4 µM]
O=C(COC(=O)Cc1ccccc1)Nc1ccc(SC(F)F)cc1
 : -4%, -7%, 18%, -21%, -12%, 15%, 0.0%, ?
Cc1nn(Cc2ccccc2)c(Cl)c1C(=O)OCC(=O)NCC1CCCO1 (stereo unspecified)
 : 4%, 5%, 4%, -4%, 13%, -2%, -1.5%, 1%
CCn1cc(C(=O)c2ccccc2)c2ccccc21
 : -2%, -4%, -16%[46.1 µM], -16%, -2%, -14%, -2.6%, 0%
CC(=O)OCC1=C(C(=O)O)N2C(=O)[C@@H](N)[C@@H]2SC1
 : 0%[29.1 µM], 1%[29.1 µM], ., ., ., -9%[20.9 µM], 1.1%[16.9 µM], .
CC(C)CCNC(=O)c1cc(C(=O)c2cc(F)ccc2O)cn(CCC(C)C)c1=O
 : 4%, -1%, -15%, -6%, -17%, 12%, 1.3%, 0%
CCC(C)C(=O)OC1C(O)C2C(CN3CC(C)CCC3[C@]2(C)O)C2C[C@]34O[C@@]5(O)C(OC(=O)C(C)(O)CC)CCC3(C)C5C(OC(C)=O)C(OC(C)=O)C4[C@@]21O (stereo partly specified)
 : 5%, 5%, ., 0%, ., 14%, 0.0%, .
CC(=NCc1ccco1)c1c(O)n(C2CCCCC2)c(=O)[nH]c1=O
 : -17%, 0%, -12%[46.1 µM], -11%, 6%, ?, -0.1%, -5%
CCCn1ncc(CN2CCCC(C(=O)c3cccc(OC)c3)C2)c1C (stereo unspecified)
 : 8%, 14%, 12%, 9%, 20%, -8%, -1.2%, ?
COC(=O)C1C(c2ccccc2)C2C(=O)c3c(OC)cc(OC)cc3O[C@@]12c1ccc(OC)cc1 (stereo partly specified)
 : 5%[17.4 µM], 7%[17.5 µM], ., -5%[11.6 µM], ., ?, 0.8%[10.1 µM], .
COC(=O)c1ccc(NC(=O)CSc2nc3ccc(N4C(=O)C5C6C=CC(C6)C5C4=O)cc3s2)cc1 (stereo unspecified)
 : -17%, 2%, 1%, ?, -9%, ?, -3.2%, ?
Cc1nc(SCc2c(Cl)cccc2Cl)nc(OC(=O)N(C)C)c1C
 : -3%, -13%, ?, -21%, -2%, ., 1.1%, .

Another view of two compounds above.
Molecule	GAA spleen mod	aGal spleen mod	NPSR antag	Tau fluor cs	GAA glycogen mod	ALDH1A1 block	Epigenetic reg	GAA inhib
COC(=O)c1ccc(NC(=O)CSc2nc3ccc(N4C(=O)C5C6C=CC(C6)C5C4=O)cc3s2)cc1 (stereo unspecified)	-17%	2%	1%	?	-9%	?	-3.2%	?
Cc1nc(SCc2c(Cl)cccc2Cl)nc(OC(=O)N(C)C)c1C	-3%	-13%	?	-21%	-2%	.	1.1%	.

(continued)
Each structure is followed by: GAA spleen mod, aGal spleen mod, NPSR antag, Tau fluor cs, GAA glycogen mod, ALDH1A1 block, Epigenetic reg, GAA inhib
O=c1[nH]c(=O)n(Cc2ccco2)c(O)c1C=NCc1ccc2c(c1)OCO2
 : 3%, 7%, -6%[46.1 µM], -8%, 8%, ?, 0.4%, -2%
CCOc1ccc(Cc2c(O)[nH]c(=O)[nH]c2=O)cc1
 : -9%, -4%, 3%[46.1 µM], -14%, 8%, ?, -2.1%, -5%
CN(C)c1ccc(N=Cc2c(O)n(CCC3=CCCCC3)c(=O)[nH]c2=O)cc1
 : 1%, 4%, 1%[46.1 µM], -3%, 0%, 4%, ?, -1%
CN1CC(C(=O)c2ccccc2)C(C(=O)c2ccccc2)C1 (stereo unspecified)
 : -4%, 4%, -1%[46.1 µM], -1%, 8%, -5%, 6.3%, -10%
CCCc1nc2ccccc2c(=O)n1-c1ccc(O)cc1
 : 6%, 1%, 3%, 3%, 0%, 6%, 2.2%, 5%
CC1=C(C(=O)N2CCC3(CC2)OCCO3)C2(CCC(C)CC2)OC1=O (stereo unspecified)
 : -7%, -11%, -5%[46.1 µM], 11%, -2%, ?, 1.7%, 3%
COc1ccc2c3c1OC1C[C@@H](O)C=C[C@@]31CCN(C)C2 (stereo partly specified)
 : 3%, 2%, ., -13%, ., -3%, 1.4%, .
O=C(COC(=O)Cc1ccccc1)Nc1cc(S(=O)(=O)N2CCOCC2)ccc1N1CCCC1
 : -4%, -4%, 0%, -3%, 1%, -13%, -0.9%, -3%
CCCCn1c(O)c(C=NCCCn2ccnc2)c(=O)[nH]c1=O
 : 0%, 3%, -8%[46.1 µM], 0%, -1%, 18µM*, -5.8%, -5%
Cn1c(=O)c2c(nc(N/N=C/c3c(O)n(C4CCCCC4)c(=S)[nH]c3=O)n2C)n(C)c1=O
 : 0%, -4%, -25%, ?, ?, ., 3.2%, .

Not all compounds are listed. The share of hits here may be higher or lower than overall.
